# Bioassay records from PubChem BioAssay.
# RGS12 GoLoco inh – qHTS Assay for Inhibitors of RGS12 GoLoco Motif Activity (Red Fluorophore) | hit rate 0.44% among 230,000 | AID 880, 2007 | Gai1:RGS12 GoLoco peptide FP, rhodamine, 10 min | Potency, µM (titrated, usually from 61.6 µM), inactives show at the top dose activity, negative = inhibition, most hits filed as inhibitors; active means well fitted inhibition curve with a large enough effect, not every such curve was filed as active; inactive means no such curve, though single readings can be large or run the other way; further: on the % scale 0 is the no-effect control and ±100 the full control effect; nearly all actives have a fitted effect of over 30% in size; many of its hits are not listed in these tables
# Target sequence (P63096 whole entry, looked up): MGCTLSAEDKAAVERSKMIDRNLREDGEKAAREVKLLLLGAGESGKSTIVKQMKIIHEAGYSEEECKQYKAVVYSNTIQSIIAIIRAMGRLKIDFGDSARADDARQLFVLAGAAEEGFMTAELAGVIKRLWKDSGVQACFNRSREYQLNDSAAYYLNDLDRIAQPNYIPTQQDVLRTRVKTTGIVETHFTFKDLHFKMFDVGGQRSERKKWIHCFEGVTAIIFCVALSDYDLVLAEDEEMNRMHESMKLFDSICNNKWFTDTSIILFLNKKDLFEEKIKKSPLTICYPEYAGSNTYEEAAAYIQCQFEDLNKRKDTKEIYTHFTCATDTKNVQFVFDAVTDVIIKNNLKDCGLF
# NPSR antag – qHTS Assay for Antagonists of the Neuropeptide S Receptor: cAMP Signal Transduction; AID 1461, 2008; CHO-NPSR cells, cAMP TR-FRET, antagonist mode; Potency, µM (top dose mostly 38.3 µM), without a hit: at the highest dose activity change, negative = inhibition, usual class: inhibitors; hit rate 1% among 220,000; further: on the % scale 0 is the no-effect control and ±100 the full control effect; nearly all actives have a fitted effect of over 50% in size; many of its hits are not listed in these tables
# Target sequence (Q6W5P4 whole entry, looked up): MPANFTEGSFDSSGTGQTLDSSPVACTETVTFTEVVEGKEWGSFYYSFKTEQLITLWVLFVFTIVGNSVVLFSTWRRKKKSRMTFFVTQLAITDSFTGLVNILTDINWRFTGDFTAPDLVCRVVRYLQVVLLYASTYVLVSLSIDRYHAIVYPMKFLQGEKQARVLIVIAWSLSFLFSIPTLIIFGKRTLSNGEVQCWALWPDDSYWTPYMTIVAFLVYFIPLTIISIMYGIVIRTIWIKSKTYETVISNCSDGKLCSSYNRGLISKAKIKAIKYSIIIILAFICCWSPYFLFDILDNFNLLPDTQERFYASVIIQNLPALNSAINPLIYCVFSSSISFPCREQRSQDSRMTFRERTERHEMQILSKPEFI
# RECQ1 inh – qHTS Assay for Inhibitors of RecQ-Like Dna Helicase 1 (RECQ1); ATP-dependent DNA helicase Q1 (Homo sapiens), P46063; RECQ1 DNA unwinding, red fluorescence kinetic read; Potency, µM (highest dose often 57.3 µM), for the others: at the top dose activity, negative = inhibition, most hits filed as inhibitors; hit rate 0.54% among 240,000; AID 2549, 2010;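 further: plate controls were vehicle for no effect and no enzyme for full effect; nearly all actives have a fitted effect of over 30% in size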
#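 50 nM RECQ1T1 preincubated 15 min with compound in Tris pH 8.0 buffer with MgCl2, DTT, Tween-20 and 2.5 ug/ml poly(dI-dC); started with 200 nM TAMRA/BHQ-2 forked duplex and 2 mM ATP. Unwinding read as fluorescence (525/598 nm), two reads 2 h apart.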
# SMN2 splice enh – qHTS Assay for Enhancers of SMN2 Splice Variant Expression; HEK293 SMN2-luciferase splicing reporter, luminescence, 30-36 h; Potency, µM (highest dose often 46.1 µM), for the others: top-dose activity change, positive = activation, usual class: activators; hit rate 2.8% among 210,000; AID 1458, 2008; further: % of control where 0% means no effect; nearly all actives have a fitted effect of over 55% in size
#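 HEK293 cells carry an SMN2 […]–luciferase reporter in which exon 7 inclusion puts luciferase in frame. Cells were plated 10-12 h before compound addition, then incubated 30-36 h at 37C. ONE-Glo luminescence was read; sodium butyrate at 4.5 mM final served as control.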
# IMPase Li cell – qHTS Assay for Identifying the Cell-Membrane Permeable IMPase Inhibitors: Potentiation with Lithium | CHO-M1 cells, IP1 TR-FRET (IP-One), carbachol + lithium | Potency, µM (highest dose often 59.4 µM), for the others: at the highest dose activity, negative = IMPase inhibition, hits mostly inhibitors | hit rate 0.35% among 210,000 | AID 1457, 2008;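 further: IP1 builds up when IMPase is blocked and the TR-FRET signal falls; plate controls were basal vehicle for no effect and high inhibitor control for full effect; nearly all actives have a fitted effect of over 50% in size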
#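 Steps: plate 2000 CHO-M1 cells per well and culture 16–30 h; add compound and lithium; incubate 30 min, 37C; add d2-IP1 tracer and Eu cryptate anti-IP1 antibody in lysis buffer; read after 10 min at room temperature.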
# JMJD2E inh – qHTS Assay for Inhibitors of Human Jumonji Domain Containing 2E (JMJD2E); AID 2147, 2009; Lysine-specific demethylase 4E (Homo sapiens), B2RXH2; Potency, µM (titrated, usually from 57.1 µM), for inactives: at the top dose activity change, negative = inhibition, most hits filed as inhibitors; hit rate 1.6% among 230,000; JMJD2E catalytic domain, FDH-coupled NADH fluorescence (FDH is formaldehyde dehydrogenase); active means well fitted inhibition curve with a large enough effect, not every such curve was filed as active; inconclusive means small, poorly fitted or top-dose-only effect, or another doubt; inactive means no such curve, though single readings can be large or run the other way;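 further: 0% = wells with enzyme and -100% = buffer wells without enzyme; nearly all actives have a fitted effect of over 50% in size; many of its hits are not listed in these tables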
# Target sequence (B2RXH2 1-337 limits assumed): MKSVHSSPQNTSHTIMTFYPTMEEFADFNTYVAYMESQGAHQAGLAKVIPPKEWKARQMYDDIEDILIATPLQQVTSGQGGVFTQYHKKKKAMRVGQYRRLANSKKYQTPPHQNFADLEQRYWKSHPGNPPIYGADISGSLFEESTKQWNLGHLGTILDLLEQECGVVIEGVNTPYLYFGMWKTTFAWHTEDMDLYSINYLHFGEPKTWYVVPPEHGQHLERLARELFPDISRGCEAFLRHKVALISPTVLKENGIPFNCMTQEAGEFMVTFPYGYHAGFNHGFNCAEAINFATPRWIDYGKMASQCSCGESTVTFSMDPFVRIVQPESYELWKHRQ
# KinaseGlo FLuc – Counterscreen for Luciferase (Kinase-Glo TM) Inhibition; hit rate 0.28% among 200,000; Luciferin 4-monooxygenase (Photuris pensylvanica), Q27757; AID 1379, 2008; Potency, µM (titrated, usually from 38.3 µM), for the others: at the top dose activity change, negative = inhibition, usual class: inhibitors; Kinase-Glo luciferase, ATP luminescence, 8 min; further: on the % scale 0 is the no-effect control and ±100 the full control effect; nearly all actives have a fitted effect of over 60% in size
#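 Light output from Kinase-Glo luciferase with luciferin and 10 uM ATP in 50 mM imidazole pH 7.2, KCl, MgCl2, Tween 20, BSA; compound pin-delivered, 8-min ambient incubation, then luminescence read.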
# Epigenetic reg – Quantitative High-Throughput Screen for Regulators of Epigenetic Control. murine LDR cells, GFP reporter derepression, 30 h. Potency, µM (highest dose often 53.9 µM), inactives show at the highest dose GFP activation, actives largely listed as activators. hit rate 0.2% among 280,000; further: % of control where 0% means no effect; nearly all actives have a fitted effect of over 60% in size
#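 Reporter derepression read as number of fluorescent GFP-positive objects, 20-120 um in size, counted by laser-scanning cytometer. Mouse LDR line with an epigenetically silenced CMV-GFP locus; compound incubation 30 h, 37 C.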
# Numbers without * were called inactive; i = inactive; u = inconclusive; x = not tested or not shown; & = joins results of further samples; [ ] = another dose, or the depositor's remark. Unless noted, the call rests on the fitted dose curve; in most records, active means well fitted curve in the direction sought with a large enough effect; inconclusive means small, poorly fitted or top-dose-only effect, or another doubt; inactive means no such curve, though single readings can be large; an effect the other way counts as inactive or inconclusive. Potency means the concentration at half of the fitted maximal effect.
SMILES,RGS12 GoLoco inh,NPSR antag,RECQ1 inh,SMN2 splice enh,IMPase Li cell,JMJD2E inh,KinaseGlo FLuc,Epigenetic reg
CC12CCC(C(=O)N(CSC(=S)N/N=C\c3ccccc3)C1=O)C2(C)C (stereo not given),6%,-9%[46.1 µM],i,-5%,3%,7%,0%,-1.1%
O=C(Cn1nnc2c(cnn2-c2ccc(F)cc2)c1=O)Nc1ccccc1C(F)(F)F,5%,5%,-9%,x,-15%,u,-1%,0.0%
CCOC(=O)C1CCN(C(=O)COc2ccc(Cl)cc2Cl)CC1,6%,-9%[46.1 µM],-7%,-16%,6%[38.3 µM],4%,2%,1.5%
c1ccc2c3c([nH]c2c1)-c1[nH]ncc1CC3,-5%,19%[46.1 µM],-1%,-15%,2%[38.3 µM],u,-1%,11%
O=C(C1CCN(S(=O)(=O)c2cccs2)CC1)N1CCc2ccccc2C1,1%,-20%[46.1 µM],-13%,u,8%[38.3 µM],4%,-1%,1.0%
O=S(=O)(c1ccccc1)N1CCC2(CCN(c3ncccn3)CC2)CC1,-4%,x,i,-42%[inhibitor],-1%,x,-5%,x
CSc1nc(NC(C)C)nc(N2CCOCC2)n1,0%,-2%[46.1 µM],-2%,x,21%[38.3 µM],4%,2%,4.3%
COc1cc(C(=O)Nc2nc3ccccc3[nH]2)cc(OC)c1OC,0%,-14%[46.1 µM],2%,15%,0%,-2%,2%,0.0%
CN(C)C(=O)c1ccc2c(c1)n(C)c(=O)n2C,0%,2%[46.1 µM],-2%,8%,2%,10%,3%,-0.8%
COc1ccc(-c2cnnc(N/N=C/c3ccc(O)c(OC)c3)n2)cc1,6%,4%,-3%,13µM*,8%,1%,-14%,-1.1%
Cc1cccc(C(=O)n2cnnc2N)c1,5%,32%,-11%,4%,4%,1%,-3%,4.9%
CCN(CCn1cccn1)C(=O)CCc1nnc(CCCc2ccccc2)o1,15%,-6%,-8%,11µM*,11%,-1%,-5%,-1.5%
Nc1nc(N2CCN(c3cccc(Cl)c3)CC2)n[nH]1,1%,-3%,-5%,-4%,-1%,3%,0%,-0.4%
O=S(=O)(Nc1nc2ccccc2nc1NCC1CCCO1)c1cccs1 (stereo not given),3%,-3%[46.1 µM],-2%,-1%,-13%[38.3 µM],u,-2%,3.6%
CN1N=C2c3ccccc3CCC2C1c1ccc(Cl)cc1 (stereo not given),-5%,-7%,-9%,x,x,u,x,-0.2%
NS(=O)(=O)c1ccc(-n2nc(C(=O)O)cc2-c2ccc(Cl)cc2)cc1,4%,8%,0%,-4%,-3%,-1%,0%,-0.3%
COc1ccccc1N1CCN(C(=O)c2cccc(N3C(=O)NC4CC3(C)Oc3ccccc34)c2)CC1 (stereo not given),-14%,-4%[46.1 µM],i,6%,8%[38.3 µM],4%,-1%,-1.0%
COC(=O)c1[nH]c2cccc(OC)c2c1NC(=O)CCN1CC(C)CC(C)C1 (stereo not given),-1%,-15%[46.1 µM],-2%,0%,24%[38.3 µM],u,-4%,-1.6%
Nc1nc(NC(=O)/C=C/c2ccccc2)nn1-c1ccccc1,0%,13%,i,13%,5%,5%,-5%,1.1%
Cc1oc(-c2ccc(Cl)cc2)cc1-c1nn2c(-c3ccco3)nnc2s1,16%,-8%[46.1 µM],32µM*,-7%,10%[38.3 µM],-13%,0%,-1.9%
CC(C)c1csc(CN2CCC(CO)(Cc3ccccc3)CC2)n1,63%[activator],8%,-10%,x,20%,7%,-6%,1.1%
Cc1nnc2ccc(-c3ccc(NC(=O)c4ccco4)cc3)nn12,5%,8%,u,37%,-1%,u,-3%,5.3%
Cc1cccc(C2=NN(c3ccccc3)[C@H](CO)[C@H]2C)c1,16%[88.7 µM],x,i,x,-18%,x,-1%[39.9 µM],2.5%
CCCS(=O)(=O)N1CCN=C1SCc1cccc2ccccc12,8%,15%,-14%,-21%,26%,-12%,6%,0.9%
COc1ccccc1/C=C/C1=NC(=C\N(C)C)/C(=O)O1,10%,-22%[46.1 µM],15%,1%,23%[38.3 µM],u,-3%,2.5%
CCOC(=O)CNC(=O)CSc1ncnc2c1cnn2-c1ccc(OC)cc1,10%,2%[46.1 µM],i,4%,8%[38.3 µM],u,-3%,-0.1%
CC(C(=O)Nc1cccc(Br)c1)c1ccc([N+](=O)[O-])cc1 (stereo not given),-2%,-33%,-10%,-18%,23%,-7%,1%,1.5%
COc1ccc(NC(=S)N2CCN(Cc3ccc(C)cc3)CC2)cc1,10%,6%,i,-12%,1%,-4%,1%,0.0%
COC(=O)[C@@]1(Cc2ccc(F)cc2)[C@H]2c3cc(C(=O)N4CCCC4)n(CCc4ccc(O)c(O)c4)c3C[C@H]2CN1C(=O)c1ccccc1,-20%&-2%,-29%,-5%&-5%,5%&-5%,7%&-3%,8%&-24%,1%&-1%,-2.7%&1.4%
CC(=O)Nc1ccc(Nc2ncnc3c2cnn3-c2cccc(C)c2)cc1,-1%,-5%[46.1 µM],-1%,u,-4%,-153%,0%,0.0%
O=C(Cn1nnc2ccccc2c1=O)N1CCCc2ccccc21,0%,-13%[46.1 µM],-10%,u,-9%[38.3 µM],-1%,1%,-1.6%
COc1cccc(OCC(O)CN(CCO)Cc2ccccc2)c1 (stereo not given),1%,-8%[46.1 µM],-13%,24%,-28%[38.3 µM],-6%,-3%,-0.9%
O=C1OCCN1C(=O)[C@H]1[C@H](c2ccc(F)cc2)C(c2ccccc2)=NN1c1ccc(Br)cc1,8%,x,-15%,x,0%,x,3%[39.9 µM],0.3%[40.7 µM]
COc1ccc(OC)c(C(=O)COC(=O)c2c(OC)cccc2OC)c1,4%,-20%[46.1 µM],-1%,-15%,-2%[38.3 µM],10%,-2%,-1.3%
CC(C)(C)NC(=O)COC(=O)CCC(=O)c1ccc(F)cc1,-1%,-4%,0%,-5%,2%,9%,6%,-0.1%
COc1ccc(CNC(=O)c2ccc(Cn3nc(C)c([N+](=O)[O-])c3C)o2)cc1,5%,22%,-17%,x,10%,u,-1%,4.5µM*
COC(=O)Cc1ccc(NC(=S)N2CCN(c3cc(Cl)ccc3C)CC2)cc1,8%,59%,i,x,15%,-12%,-7%,-0.3%
COCC(=O)Nc1ccc2c(c1)OCO2,13%,16%,13%,-7%,-2%,u,-3%,1.0%
CCN(c1cccc2ccccc12)S(=O)(=O)c1ccc(Cl)nc1,10%,53%,-10%,x,x,-3%,x,0.1%
Cc1ccc(N2C(=O)N(CC(=O)Nc3ccc(C)cc3C)C(=O)C2C)cc1 (stereo not given),-7%,6%,-20%,8%,11%,0%,1%,-1.3%

# Filtered by structure: those above with an NH in an aromatic ring.
SMILES,RGS12 GoLoco inh,NPSR antag,RECQ1 inh,SMN2 splice enh,IMPase Li cell,JMJD2E inh,KinaseGlo FLuc,Epigenetic reg
c1ccc2c3c([nH]c2c1)-c1[nH]ncc1CC3,-5%,19%[46.1 µM],-1%,-15%,2%[38.3 µM],u,-1%,11%
COc1cc(C(=O)Nc2nc3ccccc3[nH]2)cc(OC)c1OC,0%,-14%[46.1 µM],2%,15%,0%,-2%,2%,0.0%
Nc1nc(N2CCN(c3cccc(Cl)c3)CC2)n[nH]1,1%,-3%,-5%,-4%,-1%,3%,0%,-0.4%
COC(=O)c1[nH]c2cccc(OC)c2c1NC(=O)CCN1CC(C)CC(C)C1 (stereo not given),-1%,-15%[46.1 µM],-2%,0%,24%[38.3 µM],u,-4%,-1.6%

# Next compounds:
SMILES,RGS12 GoLoco inh,NPSR antag,RECQ1 inh,SMN2 splice enh,IMPase Li cell,JMJD2E inh,KinaseGlo FLuc,Epigenetic reg
CCC(C)NC(=O)c1cccc(OCc2c(C)noc2C)c1 (stereo not given),15%,6%,9%,16%,5%,-16%,0%,0.1%
CC(=O)C1=C(C)N(CC2CC2)C(=O)N[C@H]1c1cccs1,11%&5%,12%,-4%&-2%,-4%&-9%,7%&2%,3%&-4%,-1%&-1%,2.3%&-4.4%
Cc1nn(C)c(Nc2ccc(Br)cc2)c1Br,10%,-26%,5%,-72%[inhibitor],24%,u,5%,-0.6%
CCCCCCOc1ccc(C(CC(=O)NC)C(=O)O)cc1 (stereo not given),12%,1%,i,-4%,0%,-2%,-1%,0.0%
CCC1=Nc2ccc(Br)cc2C(c2ccccc2)N1CC(=O)OC (stereo not given),3%,-13%[46.1 µM],i,-1%,18%[38.3 µM],-6%,0%,-1.1%
CCCN1CCc2[nH]c(=S)[nH]c(=O)c2C1,-6%,7%,-14%,-2%,0%,1%,3%,-1.1%
c1ccc(-c2ccccc2OCCn2cncn2)cc1,-2%,-9%[46.1 µM],-4%,-52%[inhibitor],7%,-3%,6%,0.0%
O=C(NN1C(=O)c2ccccc2C1=O)C1CC2CCC1C2 (stereo not given),2%,16%,-5%,-17%[1.84 µM],-1%,u,-3%,0.9%
CC(C)C(=O)Nc1cccc(NC(=O)c2ccc(Cl)cc2Cl)c1,10%,-13%,i,9%,3%,2%,3%,0.0%
CC(=O)Nc1ccc(Cc2ccncc2)cc1,2%,-8%[46.1 µM],i,2%,14%,2%,1%,3.7%
O=C1CC(SCCO)C(=O)N1c1ccccc1 (stereo not given),2%,-1%[46.1 µM],i,4%,9%[38.3 µM],-5%,-2%,-1.0%
CCCn1nnnc1SCC(=O)NCc1ccccc1,7%,3%[7.67 µM],-16%,-6%,-2%[38.3 µM],2%,0%,-0.9%
O=C(NC1=NCCS1)C1CC(=O)N(c2ccc(Cl)cc2)C1 (stereo not given),4%,7%,5%,0%,0%,7%,3%,-2.9%
O=C(CNS(=O)(=O)/C=C/c1ccccc1)OCC(=O)N1CCC(Cc2ccccc2)CC1,1%,-14%[46.1 µM],-17%,-13%,-1%[38.3 µM],-7%,0%,-2.1%
CCOC(=O)CCn1cc(F)c(=O)n(Cc2ccccc2)c1=O,5%,-3%[46.1 µM],4%,48%,26%[38.3 µM],7%,-3%,-1.0%

# The list is partial. The share of hits here may be higher or lower than overall.
